KCNH2 3.1 block: KCNH2 3.1 (human) potassium channel inhibition; U2OS KCNH2 3.1, thallium flux FluxOr; active compounds read low; activity change, % (tested at about 1.8 µM); 340,000 compounds, 0.95% hits;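 active = maximum activity change below -70%; inconclusive = maximum activity change from -70% to -50%; inactive = maximum activity change above -50%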;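 also: thallium influx rate constant from kinetic fluorescence after stimulation buffer; % is scaled to controls: 0 for no effect and ±100 for the full control effect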
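Normalized rate constant (relative to positive and negative DMSO controls) derived from a 2 min kinetic fluorescence read after stimulation; U2OS cells expressing the 3.1 isoform via virus at 1.77 x 10^8 /mL.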
KCNH2 WT inh: blocks the wildtype human KCNH2 potassium channel. Q12809. U2OS, BacMam KCNH2, thallium flux FluxOr; active compounds read low. activity change, % at 1.84 µM. 340,000 compounds, 0.37% hits. AID 720551;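 active = maximum activity change below -70%; inconclusive = maximum activity change between -70% and -50%; inactive = maximum activity change above -50%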; also: % is scaled to controls: 0 for no effect and ±100 for the full control effect
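U2OS cells transduced with wild-type KCNH2 virus are loaded with FluxOr dye for 45 min, and thallium flux is measured in kinetic reads before and after stimulation buffer. Rate constants are normalized to DMSO controls.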
Mito fusion act: mitochondrial division inhibition or fusion activation | S. cerevisiae fusion-defective mutant growth rescue, CellTiterGlo 48 h | AID 485298 | 320,000 compounds, 0.23% hits | Potency, µM (series often up to 46.1 µM), inactives show at the highest dose growth rescue (activation), most hits filed as activators;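 also: potency is read from the fitted curve at half-maximal effect; % of control where 0% means no effect; nearly all actives have a fitted effect of over 45% in size; temperature-sensitive fusion mutants such as fzo1-1 at 37 °C on non-fermentable ethanol glycerol medium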
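S. cerevisiae fusion-defective temperature-sensitive mutants (e.g. fzo1-1, mgm1-5) grown 48 h at 37C in YPEG (ethanol/glycerol non-fermentable) medium with 23 nl compound per well; growth rescue read as CellTiterGlo luminescence.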
AT treatment: potential ataxia-telangiectasia treatment; AID 485349; 320,000 compounds, 0.19% hits; Potency, µM (series often up to 57.5 µM), for the others: top-dose activation, most hits filed as activators; […] A-T fibroblasts, KAP-1 phosphorylation AlphaLISA; neocarzinostatin DNA damage 30 min before lysis; also: potency is read from the fitted curve at half-maximal effect; % of control where 0% means no effect; nearly all actives have a fitted effect of over 45% in size
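ATM-like activity read as KAP-1 phosphorylation via AlphaLISA donor/acceptor antibody pairs after lysis and 6 hr at 25C. Cells were ATM-null patient fibroblasts ([…], hTERT), dosed 60 min, then exposed to the DSB inducer NCS for 30 min.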
TRPV1 agonist: agonists of human vanilloid receptor 1 (TRPV1); AID 540275; TRPV1-expressing cells, Fluo-8 calcium influx, agonist mode; 320,000 compounds, 0.19% hits; Q8NER1; activation, % at 8.33 µM; in the data active = activation above about 80%; inconclusive = between about 30% and that limit; also: 0% is about no effect
Target sequence (Q8NER1 whole entry, looked up): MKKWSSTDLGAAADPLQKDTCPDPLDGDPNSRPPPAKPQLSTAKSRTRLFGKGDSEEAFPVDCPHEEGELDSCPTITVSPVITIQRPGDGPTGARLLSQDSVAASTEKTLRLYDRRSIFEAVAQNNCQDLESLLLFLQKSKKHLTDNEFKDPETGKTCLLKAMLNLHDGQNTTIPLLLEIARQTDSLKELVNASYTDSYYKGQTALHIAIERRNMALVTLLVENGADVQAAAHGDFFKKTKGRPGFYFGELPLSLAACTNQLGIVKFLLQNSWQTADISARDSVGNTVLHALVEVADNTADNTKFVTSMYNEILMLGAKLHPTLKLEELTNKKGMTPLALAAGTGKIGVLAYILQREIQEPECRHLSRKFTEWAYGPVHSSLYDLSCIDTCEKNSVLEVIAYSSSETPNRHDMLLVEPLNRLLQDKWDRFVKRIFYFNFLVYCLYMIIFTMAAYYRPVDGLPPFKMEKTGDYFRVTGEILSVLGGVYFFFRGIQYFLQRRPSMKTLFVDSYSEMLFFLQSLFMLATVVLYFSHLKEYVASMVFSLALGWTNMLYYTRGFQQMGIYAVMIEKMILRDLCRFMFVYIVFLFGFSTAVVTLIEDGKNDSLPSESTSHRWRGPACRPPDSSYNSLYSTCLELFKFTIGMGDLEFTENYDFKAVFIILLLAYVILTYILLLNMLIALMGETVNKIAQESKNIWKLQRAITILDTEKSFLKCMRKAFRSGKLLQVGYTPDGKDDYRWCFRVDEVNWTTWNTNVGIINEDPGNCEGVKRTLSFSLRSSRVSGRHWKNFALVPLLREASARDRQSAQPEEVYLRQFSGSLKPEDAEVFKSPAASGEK
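TRPV1-expressing cells were cultured overnight at 35.5C and loaded with Fluo-8 calcium dye for 40 to 90 min at room temperature. After a 10 s baseline, compound was added and calcium influx was read kinetically for 3 min (ex 480/em 520 nm).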
TSHR antag: antagonists of human thyroid stimulating hormone receptor. P16473. TSHR-expressing cells, TSH-stimulated cAMP HTRF, 2 h; active compounds read low. activity change, negative = inhibition, % at 11.5 µM. 330,000 compounds, 0.2% hits. AID 504810;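 active = activity change below a set negative limit, meaning inhibition stronger than a set level, cut at about -70% in these data; inconclusive = activity change between two set negative limits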; also: % is scaled to controls: 0 for no effect and ±100 for the full control effect
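Antagonism was scored as loss of TSH-driven cAMP in TSHR cells, stimulated with 4nM TSH (EC80) for 2 hours at 37 deg C and detected by homogeneous HTRF competition immunoassay.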
USP2a inh: inhibitors of human ubiquitin-specific protease USP2a; O75604; USP2 core, Ub-CHOP2 coupled fluorogenic reporter, 485/531; 330,000 compounds, 0.01% hits; Potency, µM (top dose mostly 38.3 µM), inactives show top-dose activity change, negative = inhibition, hits mostly inhibitors;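 also: potency is read from the fitted curve at half-maximal effect; plate controls were DMSO wells for no effect and full inhibition by NEM control for full effect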
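Cell-free coupled assay: 10nM USP2 core preincubated 30min RT with compound in Tris-HCl pH 8.0/CaCl2/CHAPS buffer, then 25nM Ub-CHOP2 and 25nM reporter substrate; fluorescence (Ex 485/Em 531) read after 60min RT, normalized to NEM inhibition, concentration-response curves fitted.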
ELG1 DNA repair: inhibitors of ELG1-dependent DNA repair in HEK293T cells | HEK293T ELG1-luciferase reporter, luminescence, 16 h; DNA damage induced by 5-fluorouridine | Potency, µM (series often up to 46.1 µM), without a hit: at the highest dose activity change, negative = inhibition, actives largely listed as inhibitors | 330,000 compounds, 2.3% hits | AID 504467; also: potency is read from the fitted curve at half-maximal effect; % is scaled to controls: 0 for no effect and ±100 for the full control effect; nearly all actives have a fitted effect of over 55% in size
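5-Fluorouridine DNA damage + compound/DMSO, 2,000 cells/well, 16 h, 37 °C/5% CO2. ONE-Glo, 30 min RT, luminescence. Readout = decrease in reporter signal.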
TCR act: activates T cell receptor signaling; primary human leukocytes, anti-CD3, IL-2 HTRF, 48 h; Potency, µM (highest dose often 9.22 µM), without a hit: at the highest dose activation of IL-2 secretion, most hits filed as activators; 330,000 tested, under 10 active; also: % of control where 0% means no effect
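Primary human leukocytes were stimulated with a-CD3 beads plus compounds for 48 hr without co-stimulation; secreted IL-2 was quantified by HTRF using a-IL-2-K (europium cryptate) and a-IL-2-d2, excited at 320nm with acceptor emission read at 665nm.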
Eya2 phos inh: Eya2 (human) phosphatase inhibition | Potency, µM (top dose mostly 76.9 µM), without a hit: top-dose activity, negative = inhibition, hits mostly inhibitors | recombinant Eya2, OMFP fluorescence dephosphorylation (OMFP is methylfluorescein phosphate) | O00167 | 330,000 compounds, 0.006% hits | AID 488837; also: potency is read from the fitted curve at half-maximal effect; % is scaled to controls: 0 for no effect and ±100 for the full control effect
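Eya2 protein (added as 0.2 uM solution) was preincubated with compound for 10 min at ambient temperature in 50 mM HEPES pH 7.5, 50 mM NaCl, 5 uM MgCl2, 0.05% BSA, 1 mM DTT. OMFP (added at 50 uM) then reacted 10 min; fluorescence read at 485/525 nm.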
Active calls of the source: *; ? = inconclusive; / = no result given; [ ] = another dose, or the depositor's remark. Unless noted, calls follow the shape of the dose curve; as a rule, active = well fitted curve in the direction sought with a large enough effect; inconclusive = small, poorly fitted or top-dose-only effect, or another doubt; inactive = no such curve, though single readings can be large; an effect the other way counts as inactive or inconclusive. An excerpt. The share of hits here may be higher or lower than overall.

SMILES	KCNH2 3.1 block	KCNH2 WT inh	Mito fusion act	AT treatment	TRPV1 agonist	TSHR antag	USP2a inh	ELG1 DNA repair	TCR act	Eya2 phos inh
COc1ccc(OC)c(C(=O)c2ccc(C(=O)Nc3cccc4ccccc34)cc2)c1	-9.9	1.1	-5.0%	11.5%	2.0	-22.2	-1.9%	?	3.1%[46.1 µM]	-1.7%
O=C(O)C1C2C=CC(C2)C1C(=O)N1CCN(CCO)CC1 (centres undefined)	10.6	5.2	-1.7%	0.2%	-1.2	7.3	-6.9%	8.0%	2.5%	3.0%
Cn1nnnc1SCC(=O)Nc1cccc(S(=O)(=O)N2CCCC2)c1	2.2	-1.9	-6.8%	-4.2%	3.6	2.6	-4.8%	2.6%	-2.0%	-4.6%
COC(=O)N/N=C(\C)c1ccc2ccccc2c1OC(F)F	-20.8	/	7.4%	-5.8%	1.4	6.8	0.5%	?	-6.3%[46.1 µM]	1.0%
O=[N+]([O-])c1ccc2nc(CCCO)[nH]c2c1	-5.2	6.0	-3.3%	2.0%	0.0	9.5	1.3%	2.0%	-1.5%	0.6%
Cc1ccc(C(=O)c2ccccc2C(=O)OCC(=O)Nc2ccc(SC(F)F)cc2)cc1	-15.7	1.0	?	8.1%	-0.6	-18.3	-8.8%	?	0.8%[46.1 µM]	4.3%
Cc1nc(C)c(C(=O)OC(C)C(=O)Nc2ccc(F)cc2)s1 (centres undefined)	10.3	3.3	-4.4%	-2.1%	6.9	-11.2	-1.2%	-15.9%	1.6%	-1.9%
Cc1cccc(CN(CC(=O)N/N=C/c2cccs2)S(=O)(=O)c2ccc(Cl)cc2)c1	-20.7	-5.1	12.1%	0.4%	13.6	-7.9	-0.5%	-9.0%	3.6%	-0.8%
COc1ccc(C(=O)CC(=O)C(=O)Nc2ccccc2Cl)cc1	6.9	-3.6	4.0%	-13.0%	0.6	-6.4	-0.2%	-13.5%	-1.0%	-2.8%
COc1cccc(NC(=O)CSc2nnc(CNC(=O)c3ccco3)n2C)c1	-16.7	0.2	-3.0%	8.9%	-3.7	23.5	2.0%	?	0.4%	17.1%
O=C(O)c1ccc2c(=O)[nH]c(CCl)nc2c1	2.7	-12.4	-5.8%	0.5%	0.7	-7.2	1.7%	2.4%	6.7%	-0.2%
COc1ccc(N2C(=O)CCC2(C(N)=O)c2ccccc2)cc1 (centres undefined)	/	/	0.8%	3.6%	-2.9	2.3	14.5%	-11.9%	/	-7.0%
CS(=O)(=O)N1CCN=C1SCc1ccc([N+](=O)[O-])cc1	-8.5	-2.3	17.3%	-0.1%	1.0	-6.9	4.3%	-18.3%	-1.0%	-12.5%
COc1cc(C(=O)N/C(=C\c2cn(S(=O)(=O)N(C)C)c3ccccc23)C(=O)N2CCCC2)cc(OC)c1OC	2.8	-8.5	2.5%	9.8%	-2.2	1.1	-0.2%	?	-6.4%	0.4%
COc1ccc(/C=N/NC(=O)c2[nH]c3ccc(Br)cc3c2-c2ccccc2)cc1	-17.5	-4.6	0.0%	-3.1%	10.0	7.1	3.2%	5.6%	0.2%[46.1 µM]	-1.1%
CC(C)N(C1=N/C(=C\c2ccco2)C(=O)N1c1ccccc1)C(C)C	8.6	13.6	-1.9%	3.7%	1.4	14.6	4.4%	-4.5%	-19.3%	1.3%
C=CCCC(=O)N1CCC(n2nccc2NC(=O)c2ccc(OC)cc2)CC1	-5.0	-3.6	-3.3%	-0.2%	4.1	0.7	1.7%	?	-6.1%	0.6%
Cc1cc(Cl)ccc1NC(=O)CN1C(=O)NC2(CCCC2)C1=O	5.2	-12.1	-3.2%	3.9%	5.8	-12.1	0.9%	7.7%	-1.9%	?
CC(C)n1nc(C(=O)Oc2cc(Cl)ccc2Cl)c2ccccc2c1=O	2.2	-15.3	-4.8%	-3.1%	-0.7	1.5	2.3%	-1.3%	-6.0%[46.1 µM]	-1.2%
Cc1nc2nc(SCC(=O)NCCCN3CCOCC3)nn2c(C)c1Cc1ccccc1	4.4	-9.3	14.1%	0.5%	-0.7	-8.3	4.5%	-4.1%	-2.0%	-25.9%
COC(=O)C(C)Sc1nc2ccsc2c(=O)n1Cc1ccccc1 (centres undefined)	-0.4	3.2	21.2%	-3.1%	3.5	25.6	4.0%	-2.6%	0.5%	-8.3%
CC(C)CCNC(=O)C1CCN(S(=O)(=O)c2ccc3c(c2)CCC(=O)N3)CC1	1.9	9.8	-3.6%	-11.8%	8.0	6.5	0.4%	-1.5%	-8.3%	13.5%
O=C(CC1C(=O)NCCN1C(=O)Nc1ccccc1)Nc1cccc(C(F)(F)F)c1 (centres undefined)	10.4	7.7	-0.9%	-1.6%	0.7	-1.8	-1.5%	-4.2%	7.5%	-4.5%
Cn1c(SCC(=O)N2CCCC2)nnc1-c1ccc2c(c1)OCO2	36.9	11.7	8.7%	-0.5%	-1.3	13.0	-0.1%	12.0%	-1.0%	-1.1%
Cc1cc2c(c(=O)n1Cc1ccccn1)C(C(C)C)C(C#N)=C(N)O2 (centres undefined)	38.0	-4.1	-4.3%	2.2%	-1.6	0.9	-2.6%	26.9%	-2.2%	-1.1%
COc1ccc(CNC(=O)CN(c2ccc(OC)c(Cl)c2)S(=O)(=O)c2ccc(C)cc2)cc1	10.2	-7.0	-3.3%	5.1%	?	-18.8	0.6%	-1.2%	-1.7%	0.6%
CN(C(=O)COC(=O)C1=COCCO1)C1(C#N)CCCCC1	38.2	0.0	-7.9%	6.3%	-2.8	-11.3	-1.1%	16.7%	3.2%	34.7%
Cc1ccc(N2C(=O)CC(C)CC2=O)cc1	13.3	-9.8	2.2%	1.5%	-1.2	-6.0	1.9%	2.0%	-2.5%	16.2%
CN(CC(=O)Nc1c(Cl)cccc1Cl)C(=O)Cc1cccs1	-3.2	1.1	-0.7%	-9.9%	-1.2	-1.6	1.7%	1.9%	-2.7%	7.1%
COc1ccc(CNC(=O)CN(c2cccc([N+](=O)[O-])c2)S(C)(=O)=O)cc1	6.1	-11.6	-1.9%	3.1%	1.2	-8.7	0.1%	-8.9%	-2.0%	0.2%
Cc1cc(C)cc(NC(=O)CS(=O)(=O)c2cccc3nsnc23)c1	3.6	2.7	-5.1%	4.2%	-1.5	-0.9	2.5%	-9.1%	0.6%	-1.1%
OC(COc1ccccc1)CN1CCN(CC(O)COc2ccccc2)CC1 (centres undefined)	-9.5	49.4	-3.2%	30.8%	-3.3	31.5	1.5%	-5.5%	4.2%	19.2%
O=C(c1ccc2c3n(nc2c1)-c1ccc(Cl)cc1CO3)N1CCCCC1	/	/	13.7%	-3.2%	15.1	2.0	3.7%	?	-1.7%	-11.5%
Cc1cc(Nc2ccc3c(c2)OCCO3)c2ccccc2n1	-1.2	24.1	0.8%	-8.8%	7.4	7.0	-1.6%	4.6%	-5.0%[46.1 µM]	-3.4%
C=CCOC(=O)c1ccc(-n2cnc(C)n2)nc1	-15.8	-3.4	2.6%	0.6%	1.9	-7.9	1.3%	?	3.0%	9.8%
COC(=O)COc1ccc(=O)n(-c2ccccc2)n1	8.6	-42.8	-1.2%	0.9%	-2.4	-5.6	2.9%	9.0%	6.2%	-7.3%

Random excerpt: 5 records from the list
SMILES	KCNH2 3.1 block	KCNH2 WT inh	Mito fusion act	AT treatment	TRPV1 agonist	TSHR antag	USP2a inh	ELG1 DNA repair	TCR act	Eya2 phos inh
Cc1cc(Cl)ccc1NC(=O)CN1C(=O)NC2(CCCC2)C1=O	5.2	-12.1	-3.2%	3.9%	5.8	-12.1	0.9%	7.7%	-1.9%	?
O=C(c1ccc2c3n(nc2c1)-c1ccc(Cl)cc1CO3)N1CCCCC1	/	/	13.7%	-3.2%	15.1	2.0	3.7%	?	-1.7%	-11.5%
Cn1nnnc1SCC(=O)Nc1cccc(S(=O)(=O)N2CCCC2)c1	2.2	-1.9	-6.8%	-4.2%	3.6	2.6	-4.8%	2.6%	-2.0%	-4.6%
COc1ccc(C(=O)CC(=O)C(=O)Nc2ccccc2Cl)cc1	6.9	-3.6	4.0%	-13.0%	0.6	-6.4	-0.2%	-13.5%	-1.0%	-2.8%
COC(=O)COc1ccc(=O)n(-c2ccccc2)n1	8.6	-42.8	-1.2%	0.9%	-2.4	-5.6	2.9%	9.0%	6.2%	-7.3%
